High-throughput results from PubChem.
PriA SSB inh: blocks PriA binding to SSB C-terminal tail; AID 1272365; inhibition, % at 33 µM; 430,000 compounds, 0.6% hits; AlphaScreen SSBct-PriA binding, biotinylated peptide; in the data active means inhibition mostly above about 37%, no sharp cut-off; inactive means mostly below about 20%;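 further: plate controls were negative control peptide for no effect and reference peptide for full effect; strong numbers were not always called active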
Numbers without * were called inactive; & = joins results of further samples.

structure | PriA SSB inh
Cc1ccccc1-n1c(C)cc(C=NNc2ccc([N+](=O)[O-])cn2)c1C | 13.2
CC(C)CNC(=O)COc1ccc2ccccc2c1 | -9.0
O=C(CSc1ncnc2c1cnn2-c1cccc(Cl)c1)N1CCCC1 | 12.0
COc1cc2nc(SCC(=O)Nc3cc(C)[nH]n3)n3nc(CCn4nc(C)cc4C)nc3c2cc1OC | -20.0
CCSc1ccccc1C(=O)NCC1CCN(C(=O)OC)CC1 | 3.0
CC(C(=O)Nc1ccc(S(=O)(=O)Nc2nccs2)cc1)n1nc(-c2ccc(F)cc2)ccc1=O (configuration not stated) | 13.0
O=C(c1ccccc1)C1C(=O)N(c2ccccc2)N=C1c1ccccc1 (configuration not stated) | -3.0
O=C(NN=Cc1ccc2c(c1)OCO2)c1cc(-c2ccc(F)cc2)nc2ccccc12 | -18.8
O=C(O)c1ccccc1C(=O)c1ccc(Br)cc1 | 22.0
O=C(c1ccc(Cl)s1)N1CCCSC[C@@H]1CN1CCCC1 | 2.0
COc1ccc(Cl)cc1C(=O)N1CCN(c2cc(N3CCOCC3)cnn2)CC1 | 2.0
O=C(Cn1cnc2ccccc2c1=O)NCc1ccccc1-c1ccsc1 | -4.0
CC(C)CS(=O)(=O)C1CN(S(=O)(=O)c2ccccc2F)C1 | 21.0
Cc1cccc(NC(=O)Cn2c(C)cc(C)c(-c3nc(-c4ccc(F)cc4)no3)c2=O)c1C | -4.0
Cc1ccccc1N=C1SCC(=O)N1c1ccccc1C | 10.0
COc1ccc(-c2noc(CSc3nc4ccccc4c(=O)n3Cc3ccco3)n2)cc1OC | 8.0
COc1cc(NS(=O)(=O)c2ccc3c(c2)OCCO3)ccc1N1CCCC1=O | -12.0
Clc1ccc(Cl)c2sc(N3CCN(c4nc5c(Cl)ccc(Cl)c5s4)CC3)nc12 | -17.0
O=C1Nc2ccccc2C1=NN=Cc1cccc(O)c1 | 4.7
Cc1nc(NCCNS(=O)(=O)c2ccc(C(F)(F)F)cc2)cc(N2CCCC2)n1 | -5.0
O=C(NCCCn1nc(-c2ccc(F)cc2)ccc1=O)Nc1ccc(F)cc1F | -9.0&-4.0
Cc1cc(OC2CCN(C(=O)Cn3cnc4ccccc4c3=O)CC2)cc(=O)o1 | -2.0
CC(C(=O)NN=Cc1ccc(N(C)C)c(Br)c1)N(c1ccccc1)S(C)(=O)=O (configuration not stated) | 7.2
Cc1[nH]c(=O)[nH]c(=O)c1CN1CCOCC1 | -2.0
CC(C)n1c(N=Cc2c[nH]c3ccccc23)nc2ccccc21 | 35.8
O=C(Nc1nc2c(s1)CCCC2)c1c[nH]c(=O)n(Cc2ccccc2F)c1=O | 0.0
CCOC(=O)c1cnc2c(C#N)cccc2c1NCc1ccccc1 | -14.0
CNN=Cc1ccc(C#N)cc1 | -12.1
O=C(O)CC1SC(=NN=C/C=C/c2ccccc2[N+](=O)[O-])NC1=O (configuration not stated) | 1.3
CCn1nc(C)cc1C(=O)Nc1nc(-c2cc3ccccc3oc2=O)cs1 | 7.0
CC(=O)Nc1ccc(S(=O)(=O)Oc2cccc(/C=C3\SC(=N)NC3=O)c2)cc1 | -22.7
O=c1c2ncccc2n(Cc2cccc(C(F)(F)F)c2)c(=O)n1Cc1cccnc1 | -10.0
COCCN(Cc1ccoc1)C(=O)c1cccc(N(C)C)c1 | 9.0
Cn1c(N2CCOCC2)c(C=NOC(=O)c2ccc(F)cc2)c2ccccc21 | 8.5
Cc1cc(C(=O)N2C3C=CCC2CC3)no1 (configuration not stated) | 0.0
COc1ccc(C)cc1NC(=O)N1CCN(c2ccc(Nc3ccccn3)nn2)CC1 | -4.0
Nc1c(C(=O)NCc2ccc3c(c2)OCO3)sc(=S)n1Cc1ccco1 | 19.0
O=C(C1=NNc2ccc(Cl)cc2S1(=O)=O)N1CCOCC1 | -8.0
CC1CCN(C(C)CNC(=O)Nc2cccc(Cl)c2)CC1 (configuration not stated) | -4.0&-2.0
COc1ccc(S(=O)(=O)CC(=O)Nc2nc(-c3cc(Cl)ccc3Cl)cs2)cc1 | 6.0
COc1ccccc1-n1ncc2c(=O)[nH]c(SCC(=O)Nc3cc(C)on3)nc21 | -1.0
O=c1c2ccccc2nc(COc2ccccc2)n1N=Cc1c[nH]c2ccccc12 | -2.9
CC(=O)C(=NNc1ccccc1Cl)Sc1nnc(C(O)c2ccccc2)n1-c1ccccc1 (configuration not stated) | -0.6
Cc1ccc(Nc2nc(NCCO)nc3c2cnn3C)c(C)c1 | 5.0
O=C(Nc1nc2ccccc2s1)C1CN(C(=O)c2c[nH]c3ccccc23)C1 | 1.0
COc1cccc(-n2c(=S)[nH]c3c([nH]c4ccccc43)c2=O)c1 | 28.0
CC(=O)c1cccc(NC(=O)c2ccc(S(=O)(=O)N3CCCC(C)C3)cc2)c1 (configuration not stated) | 5.0
COc1ccccc1CCNC(=O)C(=O)Nc1ccc(C(N)=O)cc1 | -6.0
O=C(NN=Cc1cccc([N+](=O)[O-])c1)C1CC1c1ccccc1 (configuration not stated) | 11.2
Cc1ccc(-n2ncc3c(NCCc4ccc(S(N)(=O)=O)cc4)ncnc32)cc1C | 11.0

Other records
structure | PriA SSB inh
COc1ccc(C2C(C(C)=O)=C(C)N=c3sc(=Cc4ccco4)c(=O)n32)c(OC)c1 (configuration not stated) | 27.8
CCn1c(CNC(=O)C23CC4CC(CC(C4)C2)C3)nnc1SCC(=O)Nc1nc2ccccc2s1 | -1.0
COc1ccccc1OCC(=O)c1ccc(O)cc1O | -19.0
CC(=O)N1CCC(C(=O)NC2CC3CCC(C2)N3S(C)(=O)=O)CC1 (configuration not stated) | -12.0
CC(O)(CNS(=O)(=O)c1ccccc1Br)c1cc2ccccc2o1 (configuration not stated) | 1.0
N#Cc1cnn(-c2ccc(C(F)(F)F)cn2)c1N | -1.0
Cn1nc(CNC(=O)Nc2cccc(Cl)c2)cc1-c1ccncc1 | -1.0
CS(=O)(=O)c1ccc(NC(=O)c2cccc3ccccc23)cc1 | -13.0
Cc1cc(C)c(S(=O)(=O)N2CCCC(C(=O)O)C2)c(C)c1 (configuration not stated) | 2.0
CCN1CCCc2cc(CCNC(=O)Nc3ccc(OC)c(OC)c3)ccc21 | 70.0*
O=[N+]([O-])c1ccc(NN=Cc2cccc(O)c2O)cc1 | 8.1
COc1nn(C)cc1C(=O)N1CCOC(c2cc(Cl)cc(Cl)c2)C1 (configuration not stated) | 6.0
O=S(=O)(Nc1ccc(Br)cc1)c1ccc(NS(=O)(=O)c2ccc3c(c2)OCCO3)cc1 | -1.0&9.0
NC(=O)C(=O)NN=Cc1c[nH]c2ccc(Br)cc12 | -10.2
CCOC(=O)CC1C(=O)NCCN1Cc1ccccc1C(F)(F)F (configuration not stated) | 1.0
COC(CNC(=O)NCc1ccccc1)c1ccsc1 (configuration not stated) | -4.0
O=C(Nc1cccs1)N1CCC(C(=O)N2CCN(Cc3ccc4c(c3)OCO4)CC2)CC1 | 3.0
CCOc1ccc(Nc2nn3c(=O)c4cc(OC)c(OC)cc4nc3s2)cc1 | -1.0
Cc1nc(-c2cccs2)sc1CNC(=O)Cc1noc2ccccc12 | -29.0
CC1CN(S(=O)(=O)c2ccc(C(=O)Nc3nnc(-c4cccc(S(C)(=O)=O)c4)o3)cc2)CC(C)O1 (configuration not stated) | -14.0
Cn1nc(-c2ccc(F)cc2)cc1C(=O)NC1CCN(c2cc(C(F)(F)F)ncn2)CC1 | -1.0
Cc1onc(-c2ccccc2Cl)c1C(=O)Nc1nnc(SCC(=O)NCc2ccco2)s1 | -2.0
Cc1cc(NC(=O)CSc2nnc(-c3ccc(=O)n(C)c3)n2C)no1 | -3.0
Cc1ccc(N2C(=O)C3C(c4ccccc4)NN(Cc4ccccc4)C3C2=O)cc1 (configuration not stated) | -5.0
CSc1ccccc1C(=O)Nc1cc(C(=O)N2CCCC2)cn(C)c1=O | -7.0

Looked up above.
Value of `NC(=O)C(=O)NN=Cc1c[nH]c2ccc(Br)cc12` in PriA SSB inh: -10.2
Value of `COc1ccc(C2C(C(C)=O)=C(C)N=c3sc(=Cc4ccco4)c(=O)n32)c(OC)c1` (configuration not stated) in PriA SSB inh: 27.8

(further entries)
structure | PriA SSB inh
NC(=O)c1ccccc1OCC#CCNC(=O)c1cnccn1 | 0.0
O=C(c1cccs1)N1CCN(c2cc(N3CCCC3)ncn2)CC1 | 1.0
COc1ccc(CCNC(=O)Cn2cnc3c(cnn3-c3cccc(Cl)c3)c2=O)cc1OC | -3.0
COc1ccc(C)cc1-n1nnnc1SCC(O)=C(C#N)c1nc2ccccc2[nH]1 | 1.2
O=C(NCc1ccccc1)N1CCN(c2ccc3nnc(C4CC4)n3n2)CC1 | -7.0&-6.0
O=C(CCS(=O)(=O)c1ccc(F)cc1)Nc1ccc(-c2nc3ccccc3s2)c(O)c1 | -9.0
O=C(COc1cccc2ccc(N3CCOCC3)nc12)Nc1ccc(C(F)(F)F)cc1 | -3.0
COC(=O)c1ccc2oc(=O)c(S(=O)(=O)N3CCCCCC3)cc2c1 | -11.0
O=C(CCCCC(=O)N1CCN(Cc2ccc3c(c2)OCO3)CC1)N1CCN(Cc2ccc3c(c2)OCO3)CC1 | -2.0
CNC(=O)C(=O)Nc1ccccc1C#N | -10.0
Cn1nc(NC(=O)COc2ccccc2)c2c1NC(=O)C[C@H]2c1cccs1 | -9.0
CCS(=O)(=O)NC(N)=NCCc1ccccc1 | -8.0
C[C@H](NC(=O)[C@@H]1Cc2ccccc2CN1)C(=O)NCC1CCC(C(=O)O)CC1 (some centres not stated) | -6.4
O=S(=O)(NC[C@H](O)c1csc2ccccc12)c1ccc(-n2cccn2)cc1 | -9.0
c1csc(C2NCCn3cccc32)c1 (configuration not stated) | 12.0
O=S(=O)(/C=C/c1ccccc1)NCCc1csc(-n2cccn2)n1 | 3.0
CC(=O)CSc1ccnc(SCC(C)=O)n1 | -11.0
COc1cc(OC)c(NC(=O)CCc2c(C)[nH]c(=O)n(C)c2=O)cc1Cl | -9.0
Cc1cc(C)cc(OCCNS(=O)(=O)c2ccc(C)c(C)c2)c1 | -22.0
Cc1cc(C)c(C(=O)NCCCN2CCN(c3ccccc3)CC2)c(C)c1 | -8.0
Cc1cc(C)nc(NN=Cc2c[nH]c3ccccc23)n1 | 6.9
O=C1CC2NCCc3cccc1c32 (configuration not stated) | 7.0
O=C(NCC#CCN1CCCCCC1)C1CCC1 | -16.0
CS(=O)(=O)N1CCCC(C(=O)Nc2nc(-c3ccc(F)cc3)cs2)C1 (configuration not stated) | -13.0
Cc1ccc(C=NNC(=O)c2cccc(S(=O)(=O)Nc3cccc(Cl)c3)c2)o1 | -6.8
COC(=O)c1ccc(CSc2ncnc3c2nnn3Cc2ccc(Cl)cc2)o1 | 7.0
CCOc1ccc(NC(N)=Nc2nc(C)cc(C)n2)cc1 | 10.3
CC(C)C(=O)NCCn1ncc2c(=O)n(Cc3ccccc3)cnc21 | -31.0
CC1CCCC(C)N1N=Cc1c[nH]c2ccc(Br)cc12 (configuration not stated) | -0.2
COC(=O)c1ccc(C2CCN(C(=O)c3ccc(Cl)s3)CC2)cc1 | -29.0
O=S(=O)(Cc1ccc(Cl)cc1)N1CCCSCC1CN1CCCC1 (configuration not stated) | -2.0
O=C(Cc1c[nH]c2ccccc12)N1CCS[C@H](c2ccccc2F)CC1 | 7.0
Cc1cc(NC(=O)C(=O)NCC2CCN(Cc3ccccc3)CC2)no1 | -9.0
CCCN1C(=O)C(C)(C)COc2ccc(NS(=O)(=O)Cc3ccc(Cl)cc3)cc21 | 6.0
O=C(CCc1csc(NS(=O)(=O)c2ccccc2)n1)Nc1ccc2c(c1)OCO2 | 2.0
COc1ccc(NC(=O)c2ccc(-c3ccccc3)cc2)cc1N1CCCC1=O | 10.0
CCCc1cc(N2CCN(CCn3c(C)ccc3C)CC2)n2c(nc3ccccc32)c1C#N | -19.0
COCCn1cc(NC(=O)Nc2ccccc2SC)c2ccccc21 | 34.0
COc1ccc2c(c1)CCCC2(O)CNC(=O)COc1cccc2c1OC(C)(C)C2 (configuration not stated) | -3.0
CS(=O)(=O)N1CCCCC1C(=O)Nc1nnc(-c2ccco2)o1 (configuration not stated) | 13.0
Cn1nccc1C(=O)N=c1sc2cccc(Cl)c2n1C | 0.0
NC(COc1cccc(Cl)c1)=NNS(=O)(=O)c1ccccc1 | -17.7
Cc1ccncc1NC(=O)C1CCc2nc[nH]c2C1 (configuration not stated) | -26.0
Cc1ccccc1NC(=O)CCC(=O)NN=Cc1ccc(F)cc1 | -2.3
O=C(Nc1ccccc1F)N1CCC(Oc2ccc(Cl)cn2)CC1 | -2.0
COc1ccc(CNC(=O)/C(C#N)=C/N2CCN(c3cccc(C)c3C)CC2)cc1 | 7.0
COc1cc(C=NNc2ncc(C(F)(F)F)cc2Cl)cc(OC)c1OC | -12.1
COc1cccc(-c2ccc(=O)n(CCCC(=O)Nc3cccc(Cl)c3C)n2)c1 | -3.0
Cc1ccc(SCCCC(=O)Nc2nnc(Cc3cccs3)o2)cc1 | -7.0
Nc1ccc(Cl)c(N2CCCS2(=O)=O)c1 | 20.0&66.0

Reformatted as labelled records: 2 of the compounds above
> Cc1cc(OC2CCN(C(=O)Cn3cnc4ccccc4c3=O)CC2)cc(=O)o1
  PriA SSB inh: -2.0

> CC(C(=O)NN=Cc1ccc(N(C)C)c(Br)c1)N(c1ccccc1)S(C)(=O)=O (configuration not stated)
  PriA SSB inh: 7.2

(list continues)
structure | PriA SSB inh
Cc1ccccc1OCC(=O)NN=Cc1cccc(Oc2ccc([N+](=O)[O-])cc2[N+](=O)[O-])c1 | -2.5
O=c1[nH]ncc(NN=Cc2cccs2)c1Cl | -12.6
O=C1Nc2ccccc2Oc2ccc(NS(=O)(=O)c3ccc4c(c3)OCCO4)cc21 | 9.0
CCCCC1CCC(C(=O)Nc2c(C)nc3sccn3c2=O)CC1 (configuration not stated) | -16.0

Reformatted with each value named: two of the compounds above.
> COc1ccc(-c2noc(CSc3nc4ccccc4c(=O)n3Cc3ccco3)n2)cc1OC
  PriA SSB inh: 8.0
> COc1ccc(C)cc1-n1nnnc1SCC(O)=C(C#N)c1nc2ccccc2[nH]1
  PriA SSB inh: 1.2

This is a subset (hit frequency here may not be typical).
